Assay outcomes deposited in PubChem BioAssay by several laboratories.
NR2E3 ag-1 – NR2E3 agonists in two-hybrid cells, primary screen, cell-based, luminescence, CHO-S, Gal4-NCOR/VP16-NR2E3; Photoreceptor-specific nuclear receptor (Homo sapiens), Q9Y5X4; luciferase; hit rate 0.35% among 360,000; inhibition of corepressor binding, % at 3.98 µM; AID 602229, 2012;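 active = inhibition above the mean of all tested compounds plus 3 SD, cut at about 70% in these data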;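 also: 0% = DMSO with NR2E3 transfected cells and 100% = cells lacking NR2E3 construct; higher means lower luciferase signal from less NR2E3 corepressor binding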
Target sequence (Q9Y5X4 whole entry, looked up, the tested form may be a part): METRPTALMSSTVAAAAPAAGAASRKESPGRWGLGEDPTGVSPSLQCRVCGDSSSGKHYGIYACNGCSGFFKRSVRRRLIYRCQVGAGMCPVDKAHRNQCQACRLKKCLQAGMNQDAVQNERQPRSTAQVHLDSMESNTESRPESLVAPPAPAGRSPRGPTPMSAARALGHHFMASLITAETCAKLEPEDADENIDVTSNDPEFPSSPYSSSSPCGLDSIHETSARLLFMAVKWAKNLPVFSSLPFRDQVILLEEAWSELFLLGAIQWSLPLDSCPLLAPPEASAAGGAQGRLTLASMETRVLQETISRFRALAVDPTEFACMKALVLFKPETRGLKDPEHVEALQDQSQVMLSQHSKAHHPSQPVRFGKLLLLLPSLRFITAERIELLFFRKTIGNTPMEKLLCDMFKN
HIF-2a block – HIF-2a reporter inhibitors, primary screen, luminescence, 786-0 RCC cells; 786-0 RCC cells HIF-2a reporter, luciferase luminescence, overnight; hit rate 0.72% among 360,000; inhibition, % at 18.8 µM; AID 624352, 2012;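 active = inhibition of the luminescence signal of 40% or more relative to plate controls, in a single-dose primary screen at 18.75 µM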
aDG glyco act – activators of alpha-DG glycosylation, primary screen, uHTS, Pro5-aDG cells, AlphaScreen; activation, % at 10 µM; alpha-DG glycosylation AlphaScreen (IIH6); 0% Pro5, 100% B10-LARGE cell signal; AID 624168, 2012; hit rate 0.22% among 360,000;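 active = activation of at least 8% versus controls, or a plate z-score of at least 8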;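 also: Pro5 are CHO cells carrying HIG-tagged alpha-DG that lacks glycosylation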
MITF TRPM1 inh – inhibitors of MITF-dependent TRPM1 promoter reporter, primary screen, cell-based, SK-MEL-5, single point, luciferase. SK-MEL-5 TRPM1 promoter luciferase, 24 h. hit rate 0.83% among 330,000. inhibition, % at 12.5 µM. AID 488899, 2010;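 active = mean inhibition across replicates of 60% or more, whatever share of single replicates reaches that level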; also: values of inactives mirror those of a sister screen read the other way
Peg3 prom inh – Peg3 promoter-driven luciferase inhibitors, primary screen, cell-based, HeLa, luciferase luminescence; hit rate 1.7% among 360,000; inhibition, % at 20 µM; HeLa PEG-Prom luciferase reporter, overnight;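 active = inhibition of at least 50% at 20 µM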
NR2E3 ag-2 – inhibitors of NR2E3-RetCOR corepressor binding, primary screen, NR2E3 agonist project, biochemical, TR-FRET, GST-NR2E3, biotin-RetCOR | Photoreceptor-specific nuclear receptor (Homo sapiens), Q9Y5X4 | inhibition of corepressor binding, % at 4.78 µM | hit rate 0.12% among 320,000 | 1536-well | AID 2300, 2010;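 active = percent inhibition above the cutoff of mean plus 3 SD of all tested compounds, set per screening campaign, cut at about 20% in these data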;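 also: 0% = DMSO wells and 100% = biotin wells as full block of FRET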
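System: GST-tagged NR2E3 plus biotinylated RetCOR corepressor; Amount: 1.35 nM GST-tagged NR2E3 final; Dosing: single nominal compound dose of 4.8 µM; Schedule: 5 h incubation at 4 °C; Technique: TR-FRET with europium anti-GST and streptavidin-D2, 340 nm excitation; Controls: biotin wells as high control, 0.6% DMSO wells as low control.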
TWEAK-Fn14 inh – inhibitors of TWEAK-Fn14 signaling, primary screen, luciferase reporter cells, uHTS; TWEAK-stimulated Fn14 reporter cells, luciferase luminescence, 8 h; inhibition, % at 10 µM; AID 1159606, 2016; hit rate 2% among 360,000; in the data active = inhibition above about 50%
iPSC survival up – enhancers of single-cell hiPSC survival, primary screen, ATPlite luminescence | survival enhancement, % at 20 µM | 100% = ROCK inhibitor wells, 0% = DMSO | hit rate 0.044% among 360,000; in the data active = survival enhancement above about 18%;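 also: cells exposed to compounds for 16 hours before the ATP read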
KKLEB cytotox – cytotoxicity in KKLEB CF airway cells, primary screen, cytotoxicity control for CF NF-kB inhibitor project, cell-based, uHTS, fluorescence assay plates; KKLEB CF airway cells viability, ATPlite luminescence, overnight; stronger effect = lower value; cells stimulated with P. aeruginosa culture filtrate; hit rate 0.36% among 360,000; AID 602141, 2011; activity change (cytotoxicity), % at 5 µM;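 active = corrected activity change at or below -50% at 5 µM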
Shn3 3UTR inh – reduction of Shn3 3'UTR firefly luciferase signal, primary screen, Schnurri-3 inhibitor project, cell-based, Clone20 osteoblasts, set 2; Clone20 osteoblast Shn3 3'UTR firefly luciferase, 24 h; inhibition, % at 12.5 µM; hit rate 0.52% among 360,000; AID 588674, 2011;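 active = mean inhibition of at least 75% with every replicate also reaching 75%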;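 also: 0% = median of neutral control wells and 100% = pilot-screen positive control compound; some compounds past the cut are filed as inactive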
CF NFkB inh – inhibitors of PAF-induced NF-kB signaling, primary screen, cell-based, GFP fluorescence, uHTS; KKLEB NF-kB-GFP reporter, GFP fluorescence overnight; inhibition, % at 5 µM; hit rate 0.86% among 360,000; AID 588850, 2011;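 active = at least 50% inhibition at 5 µM, scaled per plate between neutral and stimulator controls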;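 also: PAF is a Pseudomonas aeruginosa culture filtrate used as stimulus; plate controls were PAF-stimulated DMSO wells for no effect and unstimulated DMSO wells for full effect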
Active calls of the source: *; . = not tested or not shown. Compounds as they come. About 4.4% of those tested had a hit in this group.

SMILES	NR2E3 ag-1	HIF-2a block	aDG glyco act	MITF TRPM1 inh	Peg3 prom inh	NR2E3 ag-2	TWEAK-Fn14 inh	iPSC survival up	KKLEB cytotox	Shn3 3UTR inh	CF NFkB inh
CCCCCCCNC(=O)C1(CC2CC(c3ccc(Cl)cc3)=NO2)CCN(C(=O)C2(C)CC2)CC1 (stereo not given)	-18	8	0.4	3	4	0	-13	-3.4	-3	-2	-7
O=C(CSc1nnnn1C1CCCCC1)Nc1ccc2c(c1)OCO2	-27	-26	0.1	8	8	-1	8	-1.6	11	-91	13
Cc1ccc(C)n1-c1ccc(C(=O)NCC2CCCO2)cc1 (stereo not given)	-1	5	-0.2	2	-3	-1	3	-1.0	-2	-7	13
COc1ccc(-c2nc(SC(C)C(=O)c3c(N)n(C)c(=O)n(C)c3=O)n[nH]2)cc1 (stereo not given)	-51	-1	-0.1	13	31	1	-1	-0.4	-14	8	3
COc1cc(C(=O)N2CCN(c3ccccc3Cl)CC2)ccc1OCC(=O)N1CCOCC1	8	13	0.1	3	-2	1	4	0.4	2	-18	-10
CCCn1c(SCC(=O)Nc2cc(S(=O)(=O)N3CCCCC3)ccc2C)n[nH]c1=O	-4	-2	0.1	10	3	-2	3	0.0	5	-2	17
COc1c(C=O)c(CCN(C)C(=O)c2ccc(F)cc2)cc2c1OCO2	-8	-6	0.1	-9	-5	0	-1	-0.3	-9	0	6
Cc1ccc(S(=O)(=O)N2CCOCC2)cc1C(=O)NC1CCCCC1	-1	-2	50*	-4	11	2	26	-0.7	8	-5	0
O=C1CCC(CCc2nc3ccccc3[nH]2)(c2ccccc2)C(=O)N1 (stereo not given)	-3	4	0.1	10	8	.	14	-1.7	-4	-15	14
Fc1ccc(-n2c(Cc3cccs3)n[nH]c2=S)cc1Cl	-4	5	0.2	10	-3	6	5	-0.3	6	-1	-2

Arranged by formula weight (ascending): part of the list above
SMILES	NR2E3 ag-1	HIF-2a block	aDG glyco act	MITF TRPM1 inh	Peg3 prom inh	NR2E3 ag-2	TWEAK-Fn14 inh	iPSC survival up	KKLEB cytotox	Shn3 3UTR inh	CF NFkB inh
Fc1ccc(-n2c(Cc3cccs3)n[nH]c2=S)cc1Cl	-4	5	0.2	10	-3	6	5	-0.3	6	-1	-2
O=C1CCC(CCc2nc3ccccc3[nH]2)(c2ccccc2)C(=O)N1 (stereo not given)	-3	4	0.1	10	8	.	14	-1.7	-4	-15	14
Cc1ccc(S(=O)(=O)N2CCOCC2)cc1C(=O)NC1CCCCC1	-1	-2	50*	-4	11	2	26	-0.7	8	-5	0

Continued:
SMILES	NR2E3 ag-1	HIF-2a block	aDG glyco act	MITF TRPM1 inh	Peg3 prom inh	NR2E3 ag-2	TWEAK-Fn14 inh	iPSC survival up	KKLEB cytotox	Shn3 3UTR inh	CF NFkB inh
Cc1sc(N/N=C/c2cccnc2)nc1-c1ccccc1	-33	-191	0.5	-21	-92	2	-43	-0.6	3	-5	-15
Cc1ccc(-c2cn(-c3ccccc3)c(SCC(=O)NC3CCS(=O)(=O)C3)n2)cc1C (stereo not given)	-91	-194	0.1	-96	-268	-2	20	1.3	-4	-94	-9
Cc1ccnc(NS(=O)(=O)c2ccc(NC(=O)c3ccc(Br)o3)cc2)n1	10	16	-0.2	5	-8	1	3	-0.5	0	-7	2
CCOc1ccc(NC(=O)CSc2nc3ccccc3c(=O)n2Cc2cccs2)cc1	3	4	-0.1	10	18	1	-2	0.5	-55*	3	35
CCC(C(=O)NCc1ccco1)n1nc(-c2ccc(OC)cc2)ccc1=O (stereo not given)	1	19	0.4	11	-3	-2	10	9.8	4	-3	-3
CC(=O)c1cccc(NC(=O)CN2C(=O)COc3ccc(Cl)cc32)c1	23	28	-0.3	-6	14	3	10	2.3	10	3	0
O=C(c1cc2ccccc2o1)N1CCCC1	-20	-49	0.3	-7	-27	1	0	0.5	6	-65	1
Cc1ccc(C)c(N(C(=O)c2snc(C(N)=O)c2N)C(C(=O)NCC2CCCO2)c2cccs2)c1 (stereo not given)	-21	13	-0.3	12	17	2	24	0.3	-7	9	-10
C=CCn1c(CCc2ccccc2)nnc1SCC(N)=O	-6	23	0.2	-1	6	2	13	-0.4	-2	-54	10
Cn1c(=O)c2c(O)cc(=O)n(-c3ccccc3)c2n(C)c1=O	-6	9	-0.3	-5	9	-3	-9	-0.8	2	-5	-4

2 entries drawn at random from those above:
SMILES	NR2E3 ag-1	HIF-2a block	aDG glyco act	MITF TRPM1 inh	Peg3 prom inh	NR2E3 ag-2	TWEAK-Fn14 inh	iPSC survival up	KKLEB cytotox	Shn3 3UTR inh	CF NFkB inh
Cn1c(=O)c2c(O)cc(=O)n(-c3ccccc3)c2n(C)c1=O	-6	9	-0.3	-5	9	-3	-9	-0.8	2	-5	-4
Cc1ccc(-c2cn(-c3ccccc3)c(SCC(=O)NC3CCS(=O)(=O)C3)n2)cc1C (stereo not given)	-91	-194	0.1	-96	-268	-2	20	1.3	-4	-94	-9

(further entries)
SMILES	NR2E3 ag-1	HIF-2a block	aDG glyco act	MITF TRPM1 inh	Peg3 prom inh	NR2E3 ag-2	TWEAK-Fn14 inh	iPSC survival up	KKLEB cytotox	Shn3 3UTR inh	CF NFkB inh
Cc1cc2ncn(C(=O)c3ccc4c(c3)OCO4)c2cc1C	-3	-28	-0.1	-12	1	2	15	-2.4	1	-29	9
CCCNC(=O)COc1coc(CN2CCN(c3cccc(Cl)c3)CC2)cc1=O	-4	-14	0.3	-6	-15	1	-2	0.2	-2	-13	-9
COc1cccc(CN2CC(C(=O)N(C)Cc3[nH]c4ccccc4c3C)CCC2=O)c1 (stereo not given)	2	27	-0.2	6	10	-1	9	-0.3	1	9	-2
CN1CCN(C(=O)CCn2nc(-c3ccccc3)c3ccccc3c2=O)CC1	-19	12	0.3	-16	12	2	-2	1.0	11	0	-12
CCN1C(=O)N[C@@H](c2ccco2)C(C(=O)OC)=C1C	-1	-5	0.3	5	3	-3	16	9.1	-1	-15	28
COC(=O)c1sc(NC(=O)CSc2nc3cccnc3n2C2CCCCC2)nc1C	-13	19	0.2	4	18	0	20	0.0	-3	4	2
CC1(C)CC(=O)C=C(C(=O)N2CCCC(C(=O)c3cccc(C(F)(F)F)c3)C2)O1 (stereo not given)	12	-2	0.2	6	2	2	21	-0.1	-8	-3	-3
O=C(NC1CC2CCCC(C1)N2C(=O)Nc1ccc(F)cc1)c1ccccc1 (stereo not given)	0	17	-0.1	.	-1	-1	0	-0.2	6	15	4
COc1ccc(NC(=O)Nc2ccccc2F)cc1	-137	-257	0.2	-69	-201	-2	16	-2.4	-2	12	-1
Cc1cccc(NC(=S)NC(=O)c2oc3ccccc3c2C)n1	-36	-221	0.0	-70	-335	-1	-66	-0.4	-26	-65	-9
Oc1ccc(CCNc2ncnc3ccc(Cl)cc23)cc1	91*	11	1.9	33	10	1	94*	-1.2	-2	88*	70*
O=C(COC(=O)CCc1ccc(S(=O)(=O)N2CCOCC2)cc1)Nc1ccc(Cl)cn1	15	23	-0.1	13	10	0	14	1.2	0	12	0
Cn1c(SCC(=O)NC(=O)NCc2ccco2)nnc1-c1ccccc1	-13	15	0.1	-9	20	-5	10	0.7	7	-1	-6
CCn1cc(C(=O)NCc2ccco2)c(=O)c2cc(F)c(N3CCN(C(=O)c4ccco4)CC3)cc21	-7	24	0.0	-7	19	-4	1	-3.1	3	.	7
COc1cccc(C2=NN(C(=O)c3ccccc3)C(O)(C(F)(F)F)C2)c1 (stereo not given)	-15	-4	0.7	15	13	1	-13	-1.3	-3	9	-3
Brc1ccccc1C1CC(c2ccccc2)=Nc2ccccc2N1 (stereo not given)	-145	-180	0.0	-66	-126	-1	-6	-3.2	2	-49	-15
O=C(CN1CCC(N2CCCCC2)CC1)N1CCCc2ccccc21	6	8	0.1	-3	-5	3	-4	3.1	-2	-2	3
O=S(=O)(Nc1ccc(S(=O)(=O)Nc2nccs2)cc1)c1ccc2c(c1)OCCO2	-1	15	-0.2	6	4	-2	3	2.7	-6	-42	1
Cc1ccc(C)c(N2CCN(C(=O)c3cc4sccc4n3C)CC2)c1	-15	11	-0.1	8	27	1	15	2.5	0	24	10
Cc1cc(NC(=O)C2CC(c3ccccc3Cl)=NO2)no1 (stereo not given)	-4	-8	0.1	-9	-6	3	0	4.8	-3	-8	7
